LDHA block: LDHA (human) enzyme inhibition. hit rate 0.15% among 480,000. purified LDHA, NADH/diaphorase-resazurin fluorescence; active compounds read low. activity change, % (values are at about 110 or 230 µM). AID 1347041; in the data active means activity change below about -30%; inconclusive means mostly about -25% to -30%;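 further: plate controls were DMSO wells for no effect and wells without enzyme for full effect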
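Remaining NADH was detected by diaphorase (0.133 mg/mL) converting 37 µM resazurin to fluorescent resorufin, read at 0 and 20 minutes. The preceding 5-minute room-temperature reaction used 2 nM LDHA, 0.2 mM sodium pyruvate and 0.06 mM NADH at pH 7.4.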
Glioma ERSR ind: ER stress response induction in glioma; AID 602332; hit rate 0.02% among 420,000; Potency, µM, without a hit: at the top dose activation, usual class: activators; U87-MG GRP78 promoter luciferase reporter, 16 h; further: potency means the concentration at half of the fitted maximal effect; series mostly up to about 76 µM; % of control where 0% means no effect; nearly all actives have a fitted effect of over 35% in size
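Stably transfected U87-MG glioma cells carrying a GRP78-based luciferase sensor; 16 h compound incubation. Luminescence end-point read 10 min after Bright-Glo addition at room temperature.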
USP1-UAF1 inh: USP1/UAF1 (human) deubiquitinase inhibition. recombinant USP1/UAF1, Ub-Rhodamine cleavage fluorescence. Potency, µM (series often up to 57.1 µM), without a hit: at the highest dose activity change, negative = inhibition, hits mostly inhibitors. hit rate 0.23% among 390,000. AID 743255; further: potency means the concentration at half of the fitted maximal effect; on the % scale 0 is the no-effect control and ±100 the full control effect; nearly all actives have a fitted effect of over 60% in size; inactives centre near -12
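USP1/UAF1 complex at 1 nM was preincubated with compound for 15 min at room temperature, then Ub-Rho substrate (150nM final) was added. Fluorescence (480/540 nm) was read kinetically, 6 reads every 60 seconds.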
Vif-APOBEC3G blk: Vif-A3G binding inhibition; Potency, µM (series often up to 46.1 µM), for the others: at the highest dose activity, negative = active, most hits filed as inhibitors; AID 602310; HeLa A3G-eYFP + Vif (tagged APOBEC3G with the HIV-1 protein that degrades it), YFP fluorescence, overnight; hit rate 0.076% among 410,000; Q9HC16;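 further: potency means the concentration at half of the fitted maximal effect; on the % scale 0 is the no-effect control and ±100 the full control effect; nearly all actives have a fitted effect of over 60% in size; hits raise eYFP signal because A3G escapes Vif-driven loss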
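HeLa cells stably expressing Vif and C-terminally eYFP-tagged A3G, seeded overnight at 37 deg C, then exposed to compound by pintool overnight at 37 deg C. Rise in yellow fluorescence (Ex 488/Em 500-530, Acumen) marks blocked Vif-driven A3G degradation.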
RXFP1 agonist: RXFP1 (human) receptor agonism. Q9HBX9. HEK293T-RXFP1 cAMP TR-FRET, 30 min; response scale: percent of porcine relaxin response, buffer zero. Potency, µM (top dose mostly 57.5 µM), without a hit: top-dose activation, actives largely listed as activators. hit rate 0.3% among 370,000. AID 2676; further: potency means the concentration at half of the fitted maximal effect; on the % scale 0 is the no-effect control and ±100 the full control effect; nearly all actives have a fitted effect of over 60% in size; many of its hits are not listed in these tables
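HEK293 cells stably expressing RXFP1, treated 30 min at 37C with compounds plus PDE4 inhibitor Ro 20174; cAMP measured by HTRF TR-FRET. Normalized to buffer and 29 nM porcine relaxin; EC50 by Hill fit.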
TrxR1 substrate: rat thioredoxin reductase 1 substrate activity; O89049; Potency, µM (titrated, usually from 114 µM), for the others: at the top dose activity change, negative = substrate turnover; purified TrxR1 substrate turnover, NADPH consumption readout; hit rate 0.01% among 390,000; further: potency means the concentration at half of the fitted maximal effect; on the % scale 0 is the no-effect control and ±100 the full control effect; nearly all actives have a fitted effect of over 50% in size
Target sequence (O89049 whole entry, looked up): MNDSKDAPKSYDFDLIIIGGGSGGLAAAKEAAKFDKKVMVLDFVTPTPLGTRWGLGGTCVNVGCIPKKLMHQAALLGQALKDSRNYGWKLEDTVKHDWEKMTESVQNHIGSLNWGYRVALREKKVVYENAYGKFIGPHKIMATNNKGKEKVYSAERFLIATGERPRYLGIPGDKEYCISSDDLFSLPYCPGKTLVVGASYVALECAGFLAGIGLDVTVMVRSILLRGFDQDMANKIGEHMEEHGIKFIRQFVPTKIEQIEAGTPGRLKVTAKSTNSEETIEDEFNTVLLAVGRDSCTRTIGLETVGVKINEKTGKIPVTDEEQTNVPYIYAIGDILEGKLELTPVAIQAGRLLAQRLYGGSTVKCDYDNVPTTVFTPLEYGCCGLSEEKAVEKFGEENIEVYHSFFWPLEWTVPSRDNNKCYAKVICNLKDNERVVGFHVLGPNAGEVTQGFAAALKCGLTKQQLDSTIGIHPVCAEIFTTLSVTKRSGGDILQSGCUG
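Rat TrxR1, dispensed at 90 nM, was prereduced with 400 uM NADPH (final) for 5 min at ~22 deg C, then incubated with compound 15 min before 400 uM selenite. A first-read NADPH fluorescence drop versus no-compound background flagged substrates.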
PI4K2A inh: PI4K2A (human) kinase inhibition; purified PI4K2A, ADP-Glo luminescence, 1 h; active compounds read low; activity change, negative = inhibition, % at 76.9 µM; hit rate 0.13% among 420,000; AID 1346378; in the data active means activity change below about -50%; inconclusive means mostly about -30% to -49%;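 further: -100% = wells without enzyme as full effect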
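In this quantitative HTS, ADP production by PI4K2A was quantified luminescently after 1 h at ambient temperature; 100 microM adenosine served as plate-quality control.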
IDH1 R132H inh: inhibitors of human mutant IDH1 R132H; IDH1-R132H enzyme, NADPH consumption, diaphorase/resazurin fluorescence; hit rate 0.093% among 390,000; Potency, µM (titrated, usually from 76.6 µM), for the others: at the highest dose activity change, negative = inhibition, most hits filed as inhibitors; O75874; further: potency means the concentration at half of the fitted maximal effect; on the % scale 0 is the no-effect control and ±100 the full control effect; nearly all actives have a fitted effect of over 65% in size
Target sequence (O75874 whole entry R132H, stated change not applied): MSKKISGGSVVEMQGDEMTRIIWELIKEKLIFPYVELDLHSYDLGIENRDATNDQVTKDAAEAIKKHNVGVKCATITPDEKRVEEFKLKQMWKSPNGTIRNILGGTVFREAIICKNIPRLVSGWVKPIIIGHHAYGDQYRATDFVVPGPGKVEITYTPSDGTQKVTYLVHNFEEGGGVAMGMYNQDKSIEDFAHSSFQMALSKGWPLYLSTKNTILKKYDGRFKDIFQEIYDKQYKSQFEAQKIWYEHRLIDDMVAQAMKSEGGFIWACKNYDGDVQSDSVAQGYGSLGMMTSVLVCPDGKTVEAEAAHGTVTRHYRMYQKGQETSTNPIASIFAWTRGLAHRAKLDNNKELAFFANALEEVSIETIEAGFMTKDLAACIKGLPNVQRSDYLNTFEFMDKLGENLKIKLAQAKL
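IDH1-R132H (0.5 ug/mL dispensed) in pH 7.5 Tris buffer was preincubated 30 min with compound, then given a substrate mix of 0.016 mM NADPH and 2 mM alpha-KG for 80 min at room temperature; remaining NADPH was read by diaphorase/resazurin fluorescence.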
Vif-APOBEC3F blk: Vif-A3F binding inhibition; HeLa A3F-eYFP + Vif (tagged APOBEC3F with the HIV-1 protein that degrades it), YFP fluorescence increase; Potency, µM (titrated, usually from 46.1 µM), for inactives: at the top dose activity, negative = active; hit rate 0.2% among 390,000; AID 602313; further: potency means the concentration at half of the fitted maximal effect; % of control where 0% means no effect; nearly all actives have a fitted effect of over 65% in size
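HeLa cells stably expressing A3F-eYFP plus Vif, plated and incubated overnight at 37 deg C, then exposed to compounds overnight at 37 deg C. Blocked degradation read as raised yellow fluorescence (Ex 488/Em 500-530).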
An asterisk follows results filed as active; ? = inconclusive; . = not tested or not shown; [ ] = remark or other dose. Unless noted, the call rests on the fitted dose curve; in most records, active means well fitted curve in the direction sought with a large enough effect; inconclusive means small, poorly fitted or top-dose-only effect, or another doubt; inactive means no such curve, though single readings can be large; an effect the other way counts as inactive or inconclusive. Only part of the results is shown. The share of hits here may be higher or lower than overall.

SMILES	LDHA block	Glioma ERSR ind	USP1-UAF1 inh	Vif-APOBEC3G blk	RXFP1 agonist	TrxR1 substrate	PI4K2A inh	IDH1 R132H inh	Vif-APOBEC3F blk
CSc1cccc(NC(=S)N(Cc2ccccc2)Cc2cccnc2)c1	-1	-6%	-4%	-3%	0.4%	-11%	-2	3%	0%
CCOc1ccc(/C=C/C(=O)Nc2ccc(N3CCOCC3)cc2)cc1	9	-1%	-14%	0%	1.1%	-12%[57.1 µM]	-8	2%	-5%
CN1CCN(c2ccc(S(=O)(=O)N3CCCCC3)cc2NC(=O)/C=C/c2ccc(Cl)c([N+](=O)[O-])c2)CC1	-1	?	-10%	-25%	-1.1%	-13%	-2	2%	4%
CC(Oc1ccc(-c2nccc(-c3ccccn3)n2)cc1)C(=O)NN (stereo not drawn)	-5	-3%	-11%	-1%	1.7%	14%[57.1 µM]	10	-5%	4%
C=CCN=C1SC(C)(C)C(=O)N1S(=O)(=O)c1ccc(C)cc1	-5	-3%	-16%	0%	0.7%	6%[57.1 µM]	1	-8%	0%
CC(=O)c1ccc(NC(=O)CSc2ccc(-c3cccs3)nn2)cc1	3	-3%	-13%	5%	12%	0%	-1	2%	-6%
CCCCN1CC(COc2ccccc2)OC1=O (stereo not drawn)	0	0%	-4%	1%	0.7%	8%	0	8%	-7%
NC(N)=Nc1nc(C2COc3ccccc3O2)cs1 (stereo not drawn)	-2	-3%	-10%	1%	-0.2%	10%[57.1 µM]	1	-2%	-11%
CC(C)=C[C@@H]1C[C@H](C)[C@H]2CC[C@H](C)c3c(O[C@@H]4O[C@@H](C)[C@@H](O)[C@@H](O)[C@@H]4O)c(O)c(C)c1c32	7	5%	-15%	-4%	.	-6%	3	-11%	4%
COc1ccc(NC(=O)CCN2C(=O)/C(=C/c3ccc4c(c3)OCO4)SC2=S)cc1	-3	5%	-13%	0%	1.3%	1%	-5	13%	-13%
O=C(COC(=O)CCNS(=O)(=O)c1ccc2c(c1)OCCO2)NC1CCCc2ccccc21 (stereo not drawn)	3	-3%	-21%	-4%	3.6%	8%	-1	3%	-5%
O=C(N/N=C/C=C/c1ccccc1)C1CC1(c1ccccc1)c1ccccc1 (stereo not drawn)	2	-3%	-15%	0%	0.8%	-3%	6	-1%	1%
COc1ccccc1N1CCN(C(=O)C2c3ccccc3Oc3ccccc32)CC1	-5	-9%	-30%	?	1.7%	-3%	-1	1%	2%
COc1ccc(-c2cc(-c3cccs3)c(C#N)c(SCC(=O)NCc3ccccc3)n2)cc1	1	-6%	-4%	0%	?	24%	0	2%	-6%
CCCc1cc(=O)[nH]c(SCC(=O)Nc2ccccc2C#N)n1	-4	-3%	-21%	0%	0.0%	3%	1	9%	-14%
CS(=O)(=O)c1ccc(Cl)c(NC(=O)COC(=O)CCc2c[nH]c3ccccc23)c1	-1	-3%	-19%	0%	-0.4%	-15%	-1	4%	-24%
Cc1ccc(CSC(Nc2ccc(F)cc2)=C(C#N)C#N)cc1	-10	-3%	-7%	-6%	4.8%	-7%	4	0%	2%
COc1ccc(-c2csc(Nc3ccc(S(=O)(=O)Nc4cc(OC)nc(OC)n4)cc3)n2)cc1	-11	-4%	-16%	-6%	-0.3%	-5%	-1	-21%	3%
Cc1ccc(S(=O)(=O)Nc2ccc3ccccc3n2)cc1	-2	-2%	?	3%	0.4%	5%[57.1 µM]	-2	2%	9%
COc1ccc(-c2nn(-c3ccccc3)cc2CNC[C@H]2O[C@@H](n3cnc4c(N)ncnc43)[C@H](O)[C@@H]2O)cc1	-2	-1%	-26%	1%	.	7%	1	-7%	3%
CC(C)c1ccc(N2C(=O)CSC23C(=O)N(Cc2ccccc2F)c2ccccc23)cc1 (stereo not drawn)	1	-3%	-24%	-4%	4.8%	24%	3	-7%	-4%
O=C(COc1ccccc1Br)Nc1ccc(S(=O)(=O)N2CCCC2)cc1	-3	-3%	-24%	3%	-1.4%	-2%	5	-3%	-13%
O=C(CN1CCN(C2CCS(=O)(=O)C2)CC1)N1N=C(c2ccc(Cl)cc2)CC1c1ccco1 (stereo not drawn)	-2	-5%	-16%	0%	-1.3%	1%	-1	-9%	-9%
CCOc1ccc(NS(=O)(=O)c2ccc(C(=O)N3CCCC(C)C3)cc2)cc1 (stereo not drawn)	-1	20%	-14%	0%	1.0%	1%[57.1 µM]	3	9%	-9%
COc1ccc(S(=O)(=O)N(CC(=O)NCCSc2ccc(C)cc2)c2ccc(C)cc2)cc1	0	-3%	-27%	2%	4.8%	7%	2	13%	2%

Of the compounds above, 2 contain an NH in an aromatic ring.
SMILES	LDHA block	Glioma ERSR ind	USP1-UAF1 inh	Vif-APOBEC3G blk	RXFP1 agonist	TrxR1 substrate	PI4K2A inh	IDH1 R132H inh	Vif-APOBEC3F blk
CCCc1cc(=O)[nH]c(SCC(=O)Nc2ccccc2C#N)n1	-4	-3%	-21%	0%	0.0%	3%	1	9%	-14%
CS(=O)(=O)c1ccc(Cl)c(NC(=O)COC(=O)CCc2c[nH]c3ccccc23)c1	-1	-3%	-19%	0%	-0.4%	-15%	-1	4%	-24%

The list continues:
SMILES	LDHA block	Glioma ERSR ind	USP1-UAF1 inh	Vif-APOBEC3G blk	RXFP1 agonist	TrxR1 substrate	PI4K2A inh	IDH1 R132H inh	Vif-APOBEC3F blk
CCc1ccc(C(=O)Nc2ccc(S(=O)(=O)Nc3nc(C)cc(C)n3)cc2)o1	-3	-4%	0%	1%	3.0%	2%[57.1 µM]	-8	-2%	-5%
Cc1nc(-c2nc(-c3c(C(=O)NNC(=O)c4ccc(Cl)cc4)noc3C)cs2)cs1	-1	12%	-16%	-2%	0.0%	-5%[57.1 µM]	1	3%	-9%
COCCCNC(=O)C1CC(=O)N(CCc2ccccc2)C1 (stereo not drawn)	-7	-2%	-24%	1%	0.9%	8%[57.1 µM]	4	-5%	-6%
CCOc1ccc(C)cc1-n1nc2ccccc2n1	-6	-3%	-9%	1%	2.9%	14%[57.1 µM]	5	-3%	9%
CCOc1ccccc1-c1nc(C(N)=O)c2[nH]c(=O)n(-c3ccccc3)c2n1	-2	-2%	3%	-10%	?	15%	8	-1%	-11%
CCOC(=O)c1cnc(SCCc2ccccc2)nc1N	-12	5%	-5%	1%	2.6%	-13%	0	2%	0%
CCC(=O)C1=C(c2ccc(Cl)cc2)N(C(=O)CC)n2c(C)nnc2S1	-12	-3%	?	6%	2.0%	-1%[57.1 µM]	10	45µM*	1%
CN(c1ccc(C(=O)Nc2ccc(Cl)cn2)cc1)S(=O)(=O)c1ccccc1	-4	8%	-7%	-6%	-1.0%	-11%	4	15%	0%
Cc1cccc(C(=O)NC(=S)Nc2ccc3[nH]c(=O)[nH]c3c2)c1	-5	-10%	4%	0%	2.6%	-4%	1	4%	1%
CCc1nc2c(OCc3ccccc3)cccn2c1N(C)C(=O)c1ccc(OC)cc1	-5	-3%	.	-5%	.	.	-4	.	.
CCN1CCN(C(=S)c2ccc([N+](=O)[O-])cc2)CC1	-5	-5%	1%	1%	0.6%	-7%	-1	10%	-10%
O=C(c1ccco1)N1CCN(C2CN(Cc3ccc([N+](=O)[O-])cc3)S(=O)(=O)C2)CC1 (stereo not drawn)	-3	-4%	-26%	0%	.	.	7	-11%	4%
CCOC(=O)c1ccc(N2C(=O)c3n[nH]c(C)c3C2c2ccc(O)cc2)cc1 (stereo not drawn)	-6	3%	-14%	-12%	2.8%	-1%	0	7%	5%
CC1(C)CC(=O)c2cn3ncnc3nc2C1	1	-7%	-11%	-2%	-2.4%	2%	-1	10%	0%
Cc1ccc(CC(=O)Nc2nccs2)cc1C	-1	4%	-14%	3%	-2.0%	13%	1	8%	2%
CC1CCC(N(C(=O)c2csnn2)C(C(=O)NC(C)(C)C)c2cccnc2)CC1 (stereo not drawn)	-2	1%	-24%	-1%	-1.9%	4%	8	-3%	1%
CCCn1c(SCC(=O)NC2CCCC2)nnc1C(C)C	0	-7%	-14%	-1%	-2.8%	5%	4	12%	-17%
Cc1cc(=O)oc2cc(OCC(=O)N3CCN(c4ccc(F)cc4)CC3)ccc12	-1	-3%	-20%	-5%	-0.3%	-6%	1	6%	7%
COc1ccc(OC)c(NC(=S)NCc2ccc(S(N)(=O)=O)cc2)c1	-12	-4%	0%	-4%	-0.3%	-10%	5	-8%	1%
Cn1cnnc1SCC(=O)Nc1ccc2nc(SCc3cccc4ccccc34)sc2c1	0	-5%	-4%	-2%	0.3%	8%[57.1 µM]	4	2%	-1%
O=C(COC(=O)Cc1c(F)cccc1Cl)NCc1ccc2c(c1)OCO2	-5	-5%	0%	2%	.	0%	1	3%	4%
Cc1noc2nc(C(=O)O)nc(N3CCCCC3)c12	-5	0%	-12%	-5%	1.2%	-2%	0	-4%	-10%
Cc1cccc(-n2c(O)c(C=Nc3ccccc3-c3n[nH]c(=S)[nH]c3=O)c3ccccc3c2=O)n1	0	-2%	-23%	-11%	3.4%	-5%	1	-17%	-1%
CCOC(=O)c1c(C)[nH]c(C(=O)COC(=O)[C@H](C)N2C(=O)C3CCCCC3C2=O)c1C (stereo partly drawn)	4	-3%	-3%	-8%	.	0%	9	4%	-13%
COc1ccc(-c2noc(CN3CCN(C(=O)c4cccs4)CC3)n2)c(OC)c1OC	-4	-7%	-10%	1%	0.9%	7%[57.1 µM]	-2	-3%	4%
Cc1ccc(-c2cc(C(=O)N/N=C/c3ccc([N+](=O)[O-])o3)c3ccccc3n2)o1	2	5%	-16%	-19%	-1.7%	-10%	-12	-8%	-8%
